CXCR6 block: inhibitors of human CXCR6 receptor | 360,000 compounds, 0.36% hits | inhibition, % at 20 µM | O00574 | CHO-K1 PathHunter CXCR6 beta-arrestin, luminescence; in the data active = inhibition above about 34%, passing the limit was not always enough;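 note: antagonist mode with CXCL16 agonist at 10 nM final; 0% = 10 nM CXCL16 with DMSO and 100% = unstimulated wells without agonist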
Target sequence (O00574 whole entry, looked up): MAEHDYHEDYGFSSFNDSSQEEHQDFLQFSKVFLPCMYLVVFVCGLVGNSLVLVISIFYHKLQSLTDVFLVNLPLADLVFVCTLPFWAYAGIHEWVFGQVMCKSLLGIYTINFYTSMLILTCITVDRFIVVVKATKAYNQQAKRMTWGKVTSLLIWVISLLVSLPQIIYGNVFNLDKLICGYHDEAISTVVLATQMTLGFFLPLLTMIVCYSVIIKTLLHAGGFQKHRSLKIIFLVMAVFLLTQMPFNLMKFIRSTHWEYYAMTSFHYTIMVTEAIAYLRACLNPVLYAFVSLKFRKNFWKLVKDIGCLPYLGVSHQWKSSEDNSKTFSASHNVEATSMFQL
EBI2 antag: antagonists of human EBI2 receptor. AID 651636. EBI2 beta-arrestin recruitment, luminescence, 7a,25-OHC stimulated. P32249. inhibition, % at 5 µM. 360,000 compounds, 0.81% hits; in the data active = inhibition above about 38%;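 note: enzyme fragment complementation signal reports receptor beta-arrestin coupling in cells; 0% = agonist plus DMSO wells and 100% = wells without agonist; some results beyond the cut were filed as inactive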
Target sequence (P32249 whole entry, looked up, the tested form may be a part): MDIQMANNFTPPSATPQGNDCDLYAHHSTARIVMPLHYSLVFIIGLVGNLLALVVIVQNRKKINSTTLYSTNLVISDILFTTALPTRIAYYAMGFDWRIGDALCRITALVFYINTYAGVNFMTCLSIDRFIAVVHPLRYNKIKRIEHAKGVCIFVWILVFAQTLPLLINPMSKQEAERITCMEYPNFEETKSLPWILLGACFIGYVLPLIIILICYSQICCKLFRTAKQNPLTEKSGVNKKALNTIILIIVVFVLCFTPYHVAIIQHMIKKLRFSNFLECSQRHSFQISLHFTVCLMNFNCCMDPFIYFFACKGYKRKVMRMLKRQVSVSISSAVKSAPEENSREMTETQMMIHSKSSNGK
* = called active by the depositor. This is a subset; count on the stated rates, not on these rows.

Start of the data: the first 3 records as a preview:
Results follow in this order: CXCR6 block	EBI2 antag
Nc1ncnc2c1ncn2C1OCC(O)C1O (stereo not given)
    -1	-10
CCC(=O)N1CCC1(C)C(=O)Nc1cccc2c1CCCC2 (stereo not given)
    -8	2
Fc1cccc(Cc2c(-c3ccco3)nc3c4ccccc4ccn23)c1
    5	39

Main list, repeating the preview:
Results follow in this order: CXCR6 block	EBI2 antag
Nc1ncnc2c1ncn2C1OCC(O)C1O (stereo not given)
    -1	-10
CCC(=O)N1CCC1(C)C(=O)Nc1cccc2c1CCCC2 (stereo not given)
    -8	2
Fc1cccc(Cc2c(-c3ccco3)nc3c4ccccc4ccn23)c1
    5	39
CC1=C(C(=O)N2CCOCC2)CC(CC(=O)NC2CCCC2)C(=O)N1CCCN1CCCC1=O (stereo not given)
    -10	-3
CC1=CC(C)C(=O)N(CCN2CCOCC2)C(C)=C1 (stereo not given)
    -10	-6
CC(C)(C)c1ccc(CC(=O)N2CCC2(C)C(=O)NCCC#N)cc1 (stereo not given)
    1	-3
C[C@H](CO)N1C[C@H](C)[C@@H](CN(C)Cc2ccc(C(=O)O)cc2)OCc2cnnn2CCCC1=O
    -3	0
OC(c1ccc(F)c(F)c1)c1ncc(-c2ccccc2F)[nH]1 (stereo not given)
    -2	-5
CCNC(=O)c1cc2c(c(-c3cccc(-c4cc5ccccc5o4)c3)n1)[C@H](CCO)N(C(=O)NC(C)C)C2
    11	13
O=C(NCCc1ccc2c(c1)OCO2)Oc1ccccc1
    -3	2
COc1ccc(CN2C(=O)c3cccc4cccc(c34)C2c2nc3ccccc3[nH]2)cc1 (stereo not given)
    9	-9
CCCCN1C(=O)C(CC(=O)NC2CC2)CC(C(=O)N(C(C)C)C(C)C)=C1C (stereo not given)
    -4	-5
NC(=O)c1cccc(Nc2nc(C(N)CCc3ccccc3)cs2)n1 (stereo not given)
    -2	-8
O=C1NC[C@H](CCCCN2C[C@H](Cc3ccc(O)cc3)N(Cc3ccccc3)C(=O)C2=O)N(Cc2ccccc2)C1=O
    -3	-4
C[C@H](O)[C@@H]1C(=O)N2CCc3ccc(N4CCN(C)CC4)cc3[C@@H]2C[C@@H]1N(C)C(=O)c1ccco1
    -4	-5
COc1ccccc1NC(=O)Cc1nc(=O)[nH]c(=O)[nH]1
    9	9
CCc1nc2c(OCC3COc4ccccc4O3)cccn2c1N(C)C(=O)c1ccc(OC)cc1 (stereo not given)
    9	1
CCOC(=O)c1c(C)c(C)n2c1NC(=O)C2
    3	2
CN(C)c1cccc(-c2cc(Nc3ccc(C(C)(C)C)cc3)ncn2)c1
    -7	7
CC(=O)N1N=C(c2ccc(Br)cc2)CC1c1cccc([N+](=O)[O-])c1 (stereo not given)
    7	20

(listing goes on)
Results follow in this order: CXCR6 block	EBI2 antag
O=C(NCCOc1ccc(F)cc1)C1CCC(=O)N(Cc2ccc(Cl)cc2)C1 (stereo not given)
    6	12
CC(O)(c1ccc(F)c(F)c1)c1nc(-c2cc(F)cc(F)c2)cs1 (stereo not given)
    -12	7
Cc1ccccc1C(=O)OCC(=O)N1CC(=O)Nc2ccccc21
    -2	-5
Cc1ccc(C(=O)OCC(=O)NCc2ccccc2)s1
    -6	5
CC(=O)c1ccc(S(=O)(=O)N2CCN(c3ccnc4cc(Cl)ccc34)CC2)cc1
    1	15
Cc1cccnc1C(NC(=O)C1CCN(Cc2ccc(Cl)c(Cl)c2)CC1)c1ccc(Cl)cc1 (stereo not given)
    18	29
Cc1ccc(S(=O)(=O)NC(=O)Cn2nnc(-c3ccccc3)c2COc2ccc3ccccc3c2)cc1
    0	-8
Cc1ccc(Cc2c(-c3ccc(C)cc3)nc3c4ccccc4ccn23)cc1
    12	5
O=C(Nc1ccccc1Cl)c1cc(C2CCCN(C(=O)c3cccc(O)c3)C2)on1 (stereo not given)
    -3	2
COc1ccccc1CC1(C)C(=O)Nc2ccc(S(=O)(=O)NC3CCCCC3)cc21 (stereo not given)
    -5	3
CC1C(c2ccccc2)=Nn2c(=O)n(-c3ccccc3)c(=O)n21 (stereo not given)
    -6	-7
COc1ccccc1Cc1c(-c2ccc(C)cc2)nc2ccc(Cl)cn12
    -2	0
O=C(NCc1ccccn1)C1CCN(C2CCN(Cc3cccc(F)c3)CC2)CC1
    -1	-1
CC(=O)O[C@@H](Cc1ccc(O)cc1)C(=O)CC(C)C
    0	2
Cc1ccc2c(=O)n3c(nc2c1)C(CC(C)C)NC(=O)c1cccnc1-3 (stereo not given)
    3	-4
CCC1NC(=O)c2cc3ccccc3cc2-n2c1nc1cc(OC)c(OC)cc1c2=O (stereo not given)
    -17	-5
CC1(c2nnnn2Cc2ccccc2)CCC(=O)N1Cc1cccnc1 (stereo not given)
    0	-6
C[C@@H]1CN([C@@H](C)CO)C(=O)c2cc(Br)cnc2O[C@@H]1CN(C)C(=O)C1CCCCC1
    -2	-1
CC1(C)Oc2cc3oc(=O)ccc3c3c2C2C1CCC(C)(O3)C2O (stereo not given)
    4	-2
O=C(COC(=O)CN1C(=O)C2CC=CCC2C1=O)Nc1cccc([N+](=O)[O-])c1 (stereo not given)
    -1	-4

(continued)
Results follow in this order: CXCR6 block	EBI2 antag
COC(=O)[C@]12CCCCC=C1N(CCC1=CCCCC1)C(=O)[C@H](CC(=O)NCCCN1CCCC1=O)C2
    -5	0
CC(C)CC1C(=O)N(Cc2cn(CCC3OCCCO3)nn2)CCS(=O)(=O)N1Cc1ccc(-c2cccc(CO)c2)cc1 (stereo not given)
    2	10
O=C(Nc1cc(S(=O)(=O)N2CCOCC2)ccc1N1CCCC1)c1ccccc1F
    -2	-8
COc1ccc(OC)c(NC(=O)c2cc(-c3ccc(F)cc3OC(C)C)n[nH]2)c1
    -7	24
CCCCNC(=O)C1(C)CCCCN1Cc1ccc2ccccc2c1 (stereo not given)
    3	9
COc1cccc(N2CCN(C(=O)C3CCN(C(=O)Nc4ccccc4)CC3)CC2)c1
    2	-4
CCCCNC(=O)C1(C)CCCCN1C(=O)c1ccc(C#N)cc1 (stereo not given)
    -3	2
Clc1ccccc1OCCNc1nc(NCC2CC2)nc2ccsc12
    -2	-4
COC(=O)[C@H]1C[C@@]2(O)CN(S(=O)(=O)c3ccc(C)cc3)C[C@@]2(OC(=O)Nc2c(C)noc2C)C[C@H]1C(=O)OC
    5	-2
CCOc1ccccc1Nc1cc(C)nc2ccccc12
    -2	-1
O=S(=O)(c1cccs1)N1CCCCC1
    5	0
COc1ccc(C(=O)NCCCNc2nc3cc(C)cc(C)c3cc2C#N)cc1
    -4	3
CCCc1nc2c3ccccc3ccn2c1Cc1ccc(OC)cc1C
    7	4
COc1ccc(C(O)c2nc(/C=C/c3ccc(C(F)(F)F)cc3)cs2)cc1 (stereo not given)
    -12	-6
CCCCCC[n+]1ccccc1/C=C/c1ccc(N(C)C)cc1
    8	6
CC(=O)Nc1ccc(-c2ccnc3c2CC(C)(C(=O)NCc2ccc(N4CCN(C)CC4)cc2)O3)cc1 (stereo not given)
    8	-6
CC1=C(C(=O)N2CCOCC2)CC(CC(=O)NCc2cccc3ccccc23)C(=O)N1Cc1ccccc1 (stereo not given)
    0	-15
CS(=O)(=O)N(CC(=O)N1CCCC1)C1CCCCC1
    2	-7
CC1(C(=O)Nc2ccc3c(c2)OCO3)CCN1Cc1ccccc1OC(F)F (stereo not given)
    -2	8
COC(=O)[C@]1(Sc2ccc(C)cc2)CC(=O)N[C@@H]1c1ccco1
    -6	-4

(list continues)
Results follow in this order: CXCR6 block	EBI2 antag
CCCCNC(=O)CN1C(=O)CSc2ccc(S(=O)(=O)N3CCOCC3)cc21
    4	1
COc1ccc(OC2(C)CCN(Cc3ccccc3OC(F)F)C2)cc1 (stereo not given)
    2	5
O=C(c1[nH]c(C(F)(F)F)nc1-c1ccccc1)N1CCCN(Cc2ccc(F)cc2)CC1
    -4	0
COc1cc2c(cc1[N+](=O)[O-])-c1ccc([N+](=O)[O-])cc1C2=NO
    -2	-20
OCc1ccccc1-c1cccc2nccn12
    -8	-16
CCNC(=O)C1(C)CCN(C(=O)c2cc(F)ccc2C)C1 (stereo not given)
    -6	-2
COc1cccc(C(O)c2nc(-c3ccc(C)c(C)c3)cs2)c1 (stereo not given)
    -5	6
Cn1c(=O)c2cc(NC(=O)NCCc3cccs3)ccc2n1Cc1cccc(C(F)(F)F)c1
    -12	-1
Cc1ccc(-c2nc3c4ccccc4ccn3c2Cc2ccccc2C(F)(F)F)cc1
    6	8
O=C(NNC(=O)C(c1ccccc1)c1ccccc1)c1ccccc1O
    3	-1
COc1ccc([C@H]2C[C@H](O)C[C@@H](CCn3cc(-c4ccccc4)nn3)O2)cc1
    1	-14
CC(C)C[C@H]1CN([C@@H](Cc2ccccc2)CN2CCC[C@@H]2CN2C(=O)C(=O)NC[C@@H]2Cc2ccc(O)cc2)C(=O)C(=O)N1CCc1ccccc1
    0	-7
CC(C)(C)S(=O)N1Cc2cc(C(=O)NCC(F)(F)F)nc(-c3cccc(-c4cccc(F)c4)c3)c2[C@@H]1CCO (stereo not given in full)
    1	21
COc1cccc(-c2cnc3c(NC(C)=O)cc(-c4cccc(C(=O)NCCO)c4)cn23)c1
    4	11
COc1cccc(-c2nc3nc(C)cc(C)n3c2Nc2ccc3c(c2)OCCO3)c1
    -9	-8
CC(C)(C(=O)N1CCC1(C)C(=O)NS(=O)(=O)c1cccc(Cl)c1)c1ccccc1 (stereo not given)
    -1	2
CC(=O)Nc1cc(-c2ccc(S(C)(=O)=O)cc2)cn2c(-c3ccc(F)cc3)cnc12
    4	19
O=C(Nc1ccc2c(c1)OCCO2)C1c2ccccc2OCC(=O)N1Cc1ccccn1 (stereo not given)
    -5	-1
CCc1nc2ccc(C(=O)Nc3cccc(OCC(=O)N(C)C)c3)cn2c1N(C=O)Cc1ccc(OC)cc1
    -8	-8
Cc1cc(Br)cn2c(CC(C)(C)C)c(-c3cccc(Cl)c3)nc12
    -2	2

Further results.
Results follow in this order: CXCR6 block	EBI2 antag
CC(=O)NC(c1ccccc1)c1nc(-c2cccc(C#N)c2)cs1 (stereo not given)
    8	-5
CCc1noc(C)c1C(=O)N(CC)CC(=O)NCc1ccc(F)cc1
    -6	-5
O=C(C[n+]1cccc(C(=O)Nc2ccccc2)c1)c1ccc(Cl)cc1
    4	3
COCCCNc1ccn2nc(-c3cccc(Cl)c3)cc2n1
    -1	18
Cn1cc(Cc2ccc(C(=O)N3CCN(Cc4ccccc4)CC3)cn2)c2ccccc21
    11	9
COc1ccc(CN2CCC(C(=O)NC(C)c3cccc4ccccc34)CC2)cc1 (stereo not given)
    2	1
COc1ccc(C#Cc2ccc(C3=CC(=O)CC(C)(C)C3=O)cc2)cc1
    2	17
CC(O)(c1cccnc1)c1nc(-c2ccoc2)cs1 (stereo not given)
    4	-5
O=C(Nc1ccc([N+](=O)[O-])cc1)C(c1ccccc1)c1ccccc1
    12	2
Cc1ccc(NC(=O)c2nc[nH]c2C(=O)Nc2ccccc2F)cc1
    5	-75
C[C@@H]1CN([C@H](C)CO)C(=O)CCCn2cc(nn2)CO[C@H]1CN(C)C(=O)Nc1ccccc1F
    0	-7
OC[C@H]1O[C@@H](c2nc(-c3ccccc3Br)no2)[C@H](O)[C@@H](O)[C@H]1O
    3	-5
CCS(=O)(=O)N1Cc2cc(C(=O)N(C)C)nc(-c3cccc(-c4ccc(F)cc4)c3)c2[C@@H]1CCO
    1	1
OCCNc1ncnc2c1ncn2[C@H]1CN(Cc2cccs2)C[C@@H](CO)O1
    -4	3
CC(C)c1ccc(NC(=O)Nc2nc(C(N)C3CCCCC3)cs2)cc1 (stereo not given)
    -9	2
CCOC(=O)C1=CCC(c2cccs2)N(S(=O)(=O)c2ccc(C)cc2)C1 (stereo not given)
    6	-5
CC(C)(C)c1ccc(C(=O)N2CCC2(C)C(=O)NCC(F)(F)F)cc1 (stereo not given)
    2	-4
Cc1cc2nc(-c3ccc(F)cc3)c(Cc3ccsc3)n2c(C)c1Br
    1	8
CCCCN(C=O)c1c(CC)nc2c(OCC(=O)N3CCOCC3)cccn12
    -3	-3
C[C@@H]1CN([C@H](C)CO)S(=O)(=O)c2ccc(-c3ccc(C#N)cc3)cc2O[C@H]1CN(C)C(=O)Nc1cc(F)ccc1F
    2	26

Some of the entries so far, in markdown:
| Compound | CXCR6 block | EBI2 antag |
| --- | --- | --- |
| CCCCN(C=O)c1c(CC)nc2c(OCC(=O)N3CCOCC3)cccn12 | -3 | -3 |
| COc1ccc(CN2CCC(C(=O)NC(C)c3cccc4ccccc34)CC2)cc1 (stereo not given) | 2 | 1 |
| Cc1cc2nc(-c3ccc(F)cc3)c(Cc3ccsc3)n2c(C)c1Br | 1 | 8 |
| OC[C@H]1O[C@@H](c2nc(-c3ccccc3Br)no2)[C@H](O)[C@@H](O)[C@H]1O | 3 | -5 |

Continuation.
Results follow in this order: CXCR6 block	EBI2 antag
COc1ccc(Br)c(Cn2c(C)c(C(=O)NCCC#N)sc2=O)c1
    -1	2
CC1(Cc2ccc3c(c2)OCO3)C(=O)Nc2c(Cl)ccc(Cl)c21 (stereo not given)
    3	10
O=c1c2cc(F)ccc2sn1-c1ccccc1Cl
    5	6
CCc1nc2ccc(C(=O)Nc3ccc(NC(C)=O)cc3)cn2c1N(CCC(C)C)CCN(C)C
    1	4
COC(=O)CC1OCC=C2CN3CCC45C6=CC(=O)C(=O)C([N+](=O)[O-])=C6NC4C1C2CC35 (stereo not given)
    -18	-28
OC[C@@H]1CN(Cc2ccc3c(c2)OCO3)C[C@H](n2cnc3c(NCc4ccc(F)cc4)ncnc32)O1
    -4	-7
Cn1c(SCC(=O)NCCC2=CCCCC2)nnc1C(F)(F)F
    -2	-6
COC(=O)[C@@]1(Cc2ccc(OC)cc2)[C@H]2c3cc(C(=O)N4CCCC4)n(CCc4ccc(OC)c(Br)c4)c3C[C@H]2CN1C(=O)c1ccccc1
    15	44*

Bioassay records deposited in PubChem by Sanford-Burnham Center for Chemical Genomics.
